Screens from PubChem BioAssay.
OPRM1-OPRD1 ag = OPRM1-OPRD1 heterodimerization agonism; cells, luminescence; activation, % at 9.3 µM; actives 0.3% (n = 340,000); AID 504326; in the data active = activation above about 18%;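 note: 0% = vehicle-treated cells and 100% = reference agonist; values of inactives mirror those of a sister screen read the other way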
LANA DNA inh = KSHV C-LANA DNA binding inhibition. MBP-C-LANA/FAM-LBS DNA binding, fluorescence polarization. inhibition, % at 9 µM. actives 0.078% (n = 340,000). AID 504423;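 active = highest replicate inhibition at or above 60% at 9 µM, even if other replicates fall short; inactive = all replicates below 60% inhibition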;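 note: 0% = neutral control wells and 100% = 4 µM acridine orange control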
Arr AP2 block = blocks beta-arrestin peptide binding to AP2 adaptin | FITC-arrestin peptide / GST-AP2 beads, flow cytometry; AP2 beta2 appendage carries R879A mutation | inhibition, % at 10 µM | actives 0.31% (n = 340,000) | AID 504490;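 active = inhibition above a set limit, near 3 SD of compounds lacking own fluorescence, cut at about 54% in these data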;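 note: plate controls were DMSO wells for no effect and 5 µM unlabelled arrestin peptide for full effect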
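System: GST-AP2 R879A glutathione beads; medium: PBS, Tween 20 0.05%, BSA 0.1%; reagent: fluorescein-tagged arrestin peptide at 50 nM final; schedule: pre-incubation 12 min, peptide binding 1 h, room temperature; detection: flow cytometry, FL1 (488/535 nm); read-out: inhibition as reduced fluorescein signal on beads, percent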
Cardiac RTF inh = cardiac RTF calcium desensitization; IANBD-labeled cardiac RTF, Ca2+ fluorescence; inhibition, % at 7.15 µM; actives 0.12% (n = 340,000); AID 493244;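 active = inhibition above the mean inhibition of all tested compounds plus 3 SD, cut at about 17% in these data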;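 note: assay run at fixed EC70 calcium of 1.6 mM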
V-ATPase pHluor = regulators of yeast V-ATPase proton transport; S. cerevisiae, pHLuorin cytosolic pH fluorescence; response, % at 10 µM; actives 0.37% (n = 350,000); in the data active = response mostly above about 7.3%, no sharp cut-off; inactive = mostly below about 5.4%; note: actives read high; inactives centre near 0; some compounds called inactive have numbers as strong as hits; reference of the scale not given here
Wnt bcat act = activators of Wnt/beta-catenin signaling | Wnt/beta-catenin reporter cell assay, activator, plate reader | activation, % at 9.35 µM | actives 1.2% (n = 300,000) | AID 743398; in the data active = activation above about 30%, passing the limit was not always enough;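 note: 0% = neutral control wells and 100% = positive control wells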
Keap1-Nrf2 PPI = inhibitors of human Keap1-Nrf2 protein-protein interaction; Keap1 Kelch-Nrf2 peptide fluorescence polarization, 1536-well; inhibition, % at 9.4 µM; actives 0.15% (n = 340,000); AID 504523; in the data active = inhibition above about 12%;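 note: human Keap1 Kelch domain with fluorescein labeled Nrf2 9mer peptide probe; 0% = neutral control wells and 100% = peptide positive control; higher means more block of Keap1 binding to Nrf2 peptide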
RTF Ca sens act = cardiac RTF calcium sensitization; P19429+P45379; activation, % at 7.2 µM; AID 493008; actives 0.24% (n = 340,000); IANBD-labeled TnC RTF fluorescence at EC20 calcium; 0% EC20 calcium, 100% full calcium;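 active = activation above the mean over all tested compounds plus 3 SD, cut at about 30% in these data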;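 note: rise in fluorescence read as greater calcium sensitivity of cardiac thin filaments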
DSG3 Ab inh = human desmoglein-3 autoantibody binding inhibition; P32926; DSG3-coupled beads, scFv-anti-DSG3-GFP binding, flow cytometry; hits give low values; binding (percent of control), % at 10 µM; actives 0.48% (n = 310,000);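 active = binding more than 3 SD below its plate's average and above zero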;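 note: hits lower antibody fragment binding to DSG3; some compounds called inactive have numbers as strong as hits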
Target sequence (P32926 whole entry, looked up, the tested form may be a part): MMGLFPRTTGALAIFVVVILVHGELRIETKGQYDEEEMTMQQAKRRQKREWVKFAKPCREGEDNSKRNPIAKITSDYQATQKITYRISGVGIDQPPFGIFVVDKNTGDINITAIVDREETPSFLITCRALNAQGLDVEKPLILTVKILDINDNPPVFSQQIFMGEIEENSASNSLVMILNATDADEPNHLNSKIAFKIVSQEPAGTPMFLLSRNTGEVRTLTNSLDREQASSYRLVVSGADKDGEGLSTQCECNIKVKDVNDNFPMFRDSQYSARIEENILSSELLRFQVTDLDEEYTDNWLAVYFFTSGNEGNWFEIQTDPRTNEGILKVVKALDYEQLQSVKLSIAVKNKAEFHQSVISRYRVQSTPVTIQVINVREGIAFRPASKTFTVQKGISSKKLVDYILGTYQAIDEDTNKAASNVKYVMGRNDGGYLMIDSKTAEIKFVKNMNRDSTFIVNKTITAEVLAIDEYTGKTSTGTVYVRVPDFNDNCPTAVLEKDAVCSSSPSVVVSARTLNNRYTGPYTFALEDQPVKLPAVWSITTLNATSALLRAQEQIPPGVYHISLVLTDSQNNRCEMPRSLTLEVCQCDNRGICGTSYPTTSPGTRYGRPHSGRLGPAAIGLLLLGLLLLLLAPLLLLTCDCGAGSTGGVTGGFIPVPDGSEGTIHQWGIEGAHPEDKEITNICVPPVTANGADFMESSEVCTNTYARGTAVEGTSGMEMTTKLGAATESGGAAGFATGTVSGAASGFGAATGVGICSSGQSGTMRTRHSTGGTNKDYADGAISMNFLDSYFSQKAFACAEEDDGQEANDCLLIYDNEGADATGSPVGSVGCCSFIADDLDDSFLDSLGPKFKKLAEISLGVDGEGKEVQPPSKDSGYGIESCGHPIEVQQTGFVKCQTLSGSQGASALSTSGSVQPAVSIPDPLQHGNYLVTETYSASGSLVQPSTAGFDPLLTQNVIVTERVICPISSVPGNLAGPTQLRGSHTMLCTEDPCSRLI
MOR-DOR inv ag = inverse agonists of human mu-delta opioid receptor heterodimerization; P35372+P41143; cell-based MOR-DOR heterodimer luminescence, inverse agonism; inhibition, % at 9.3 µM; actives 0.21% (n = 340,000); in the data active = inhibition above about 22%, passing the limit was not always enough;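 note: 0% = cells with DMSO and 100% = wells without cells with DMSO; values of inactives mirror those of a sister screen read the other way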
* hit, by the source's call; . = not tested or not shown.

SMILES | OPRM1-OPRD1 ag | LANA DNA inh | Arr AP2 block | Cardiac RTF inh | V-ATPase pHluor | Wnt bcat act | Keap1-Nrf2 PPI | RTF Ca sens act | DSG3 Ab inh | MOR-DOR inv ag
CCSc1nc2sc3c(c2c(=O)[nH]1)CCCC3 | 0.4 | 2.2 | 11 | -8 | 1 | . | 1 | 4 | 94 | -2
COc1ccccc1N(CC(=O)NCCSc1ccccc1)S(=O)(=O)c1ccccc1 | -2.7 | 0.7 | 6 | -2 | 2 | -3 | -1 | -1 | 98 | 14
Cc1cccc(-c2n[nH]c(=S)n2-c2ccccc2)c1[N+](=O)[O-] | -2.6 | 0.0 | 2 | -14 | 9 | . | -5 | 3 | 79 | 12
c1ccc(NC2=Nc3ccccc3CC2)cc1 | 2.1 | 1.4 | . | -4 | -2 | . | 0 | 10 | 107 | -12
COc1ccc(OCc2nnc(SCC(=O)NC3CCCCC3)o2)cc1 | -1.0 | -2.2 | 5 | -11 | -3 | -2 | -9 | 3 | 121 | 5
CCCOc1ccccc1NC(=O)/C=C/C(N)=O | -2.0 | -0.9 | 10 | 2 | -5 | . | -7 | 2 | 101 | 11
COc1ccc(C(=O)NC(=S)NC2CCCCC2)cc1 | 7.6 | -1.4 | -2 | -14 | 2 | 25 | -10 | -2 | 119 | -41
O=C(CC1(O)C(=O)N(Cc2ccc3c(c2)OCO3)c2ccccc21)c1ccccc1 (centres undefined) | -2.0 | 0.4 | 24 | 0 | 1 | . | -8 | -7 | 105 | 11
CC(C)C(=O)Nc1c(C(=O)N2CCN(c3ncccn3)CC2)oc2ccccc12 | -2.4 | 1.9 | -5 | -3 | 3 | -1 | -6 | 2 | . | 12
N#C/C(=C\c1ccc(N2CCOCC2)o1)C(=O)Nc1ccc(O)cc1 | . | -64 | 16 | . | -1 | -1 | -222 | . | 113 | .
CC(=O)c1cc(NC(=O)c2cccc(C(F)(F)F)c2)c(=O)oc1C | . | 2.5 | 29 | . | 0 | 9 | 0 | . | 100 | .
Cc1cc(=O)[nH]c(N/N=C/c2c(C)nn(-c3ccccc3Cl)c2Cl)n1 | -2.2 | 0.0 | -9 | -1 | 8.6* | 0 | 0 | 8 | 81 | 10
COc1ccc(-c2nc(C#N)c(NC(C)C)o2)cc1 | -0.4 | 0.4 | 12 | -9 | 4 | 15 | -3 | 7 | 100 | 2
O=C(CCN1CCN(CCO)CC1)Nc1cccc(Br)c1 | -0.9 | 1.4 | 6 | 0 | 2 | -2 | -3 | -1 | . | 4
Cn1c(Cc2ccccc2)nnc1SCc1cc(=O)n2ccsc2n1 | -0.1 | -0.6 | 5 | -6 | 7 | -1 | -2 | -1 | 111 | 1
Cc1cccc(C)c1N1CCN(C(=O)N2CCOCC2)CC1 | 0.2 | 1.4 | 5 | -10 | 0 | 0 | -8 | 1 | 101 | -1
COc1ccc(/C=C/c2nnc(NC(=O)COc3ccccc3)s2)cc1 | -3.0 | -1.1 | -4 | -4 | -7 | 2 | -6 | 1 | 96 | 16
Cc1ccc(O)c(N=Cc2ccc(C)s2)c1 | 2.0 | -1.6 | -6 | 5 | -2 | . | -3 | -4 | 128 | -11
CON1C(=O)C(=O)N(OC)C2CCCCCC21 (centres undefined) | -2.8 | -2.3 | 6 | -10 | 3 | -5 | -5 | 4 | 127 | 15
CC(=O)NNc1[nH]c2c(c(=O)c1[N+](=O)[O-])c(=O)n(C)c(=O)n2C | -0.2 | 0.2 | 1 | -4 | 1 | 0 | 0 | 6 | 97 | 1
O=C(CCc1nnc(CCC2CCCCC2)o1)NCCc1ccccn1 | 0.9 | 0.5 | 13 | 8 | 3 | -1 | 2 | -2 | 106 | -7
C/C(N)=C(/C#N)C(=O)CN1CCCCC1 | 1.2 | 0.8 | 0 | -2 | 0 | . | 3 | 3 | 113 | -7
CCC1(c2ccc(C)cc2)NC(=O)N(C(C)C(=O)Nc2ccc(N3CCOCC3)cc2)C1=O (centres undefined) | 8.4 | 0.1 | 24 | -10 | 6 | -3 | -4 | -3 | 99 | -31
Cc1cccc(OCCCCc2c(C)n[nH]c2C)c1C | 2.7 | -1.5 | 4 | -3 | 0 | -2 | -2 | 2 | 101 | -15
COc1ccc(NC(=O)CN2CCCCC2)c([N+](=O)[O-])c1 | 4.0 | -0.4 | 10 | -8 | -2 | -1 | 4 | 1 | 106 | -23
COc1cc(CC(=O)OCC(=O)N2CCCCC2C)cc(OC)c1OC (centres undefined) | -1.0 | 1.2 | -7 | -11 | 2 | -2 | -2 | -2 | 114 | 6
CC(=O)NN1C(=O)c2ccccc2NC1c1ccccc1O (centres undefined) | -1.6 | -0.7 | -9 | -7 | 0 | 1 | 2 | -4 | 104 | 8
C/C(=N\Nc1ccc([N+](=O)[O-])cc1[N+](=O)[O-])C(C)C(C)C (centres undefined) | 1.7 | -1.9 | -12 | -2 | -3 | 1 | 1 | 0 | 103 | -8
CCC(C)(C)NC(=O)C1CCC(CNS(=O)(=O)c2cccc3nsnc23)CC1 (centres undefined) | -4.2 | 0.7 | 0 | 6 | 2 | . | 1 | -2 | 104 | 21
COc1cc(/C=C2\CC/C(=C\c3cc(OC)c(O)c(OC)c3)C2=O)cc(OC)c1O | 17 | -0.7 | . | -8 | 1 | 11 | -4 | -2 | 89 | -90
COc1ccccc1N/C=C/C(=C(C#N)C#N)N(C)C | -1.2 | -1.9 | -11 | -7 | -1 | 9 | 0 | 4 | 103 | 6
CCN(CC(=O)N1CCN(Cc2ccccc2)CC1)S(=O)(=O)c1ccc(F)cc1 | -1.4 | -1.1 | -17 | 3 | 2 | 1 | -2 | 0 | 103 | 7
NC(=O)N/N=C/c1cn(-c2ccccc2)nc1-c1ccccc1 | 0.5 | 0.9 | 0 | -8 | -1 | 1 | 6 | 1 | 113 | -2
CCOc1ccccc1-c1noc(CCC(=O)Nc2cccnc2)n1 | -1.0 | 1.1 | 23 | 3 | 5 | 0 | 0 | 4 | 96 | 6
NC(=O)c1ccc(OCC2CCCO2)cc1 (centres undefined) | -0.4 | -0.2 | 30 | -1 | 5 | -1 | 3 | -13 | 100 | 3
COC(=O)c1c(C)oc(C)c1S(=O)(=O)NC(C)(C)C | -3.6 | 1.2 | 33 | -9 | 1 | 2 | -1 | 3 | 101 | 18
O=C(Nc1cccc(S(=O)(=O)N2CCCCC2)c1)Nc1ccc(Cl)cc1Cl | 3.6 | -0.3 | 4 | -4 | 2 | -12 | 5 | -3 | 82 | -24
N/C(=N\OC(=O)COc1ccccc1Cl)c1ccccn1 | -2.4 | -1.6 | 3 | 1 | 0 | . | 3 | 0 | 100 | 12
CC(C)[C@H](NC(=O)NCc1cccs1)C(=O)O | -1.7 | -1.4 | -1 | -13 | -1 | . | -6 | -4 | 111 | 10
CC(C)OCCCNC1=C(Cl)C(=O)c2ccccc2C1=O | . | . | -1 | . | 3 | 18 | . | . | 96 | .
Cc1cc(C)cc(NC(=O)C2C3C=CC4(O3)C2C(=O)N(CCCN2CCCC2)C4C(=O)NC2CCCC(C)C2C)c1 (centres undefined) | -2.4 | -1.9 | 3 | -4 | 1 | -1 | -1 | 4 | . | 13
CC(=O)c1sc(=S)n(Cc2ccccc2)c1C | -0.8 | 1.9 | 21 | -11 | 2 | 1 | -3 | -4 | 90 | 4
CC(OC(=O)CN1C(=O)C2C3C=CC(C4CC34)C2C1=O)C(=O)c1ccccc1 (centres undefined) | -1.9 | -1.9 | -6 | -2 | -3 | 0 | -2 | 9 | 100 | 10
CCC(=O)NC(C)C(c1cccs1)N1CCN(c2ccccc2)CC1 (centres undefined) | 31* | -2.9 | 5 | 0 | 2 | 0 | -2 | -5 | 101 | -177
N#C/C(=C/Nc1ccccc1F)S(=O)(=O)c1ccc(Cl)cc1 | -2.2 | 0.2 | 5 | -23 | 0 | 0 | 3 | 6 | 95 | 11
COc1ccc(-c2oc3ccccc3c2C(=O)OCc2ccc([N+](=O)[O-])cc2)cc1 | -2.0 | 1.9 | 13 | 1 | 3 | 0 | -4 | 2 | 102 | 11
CN(Cc1cc2ccccc2[nH]c1=O)S(C)(=O)=O | -3.9 | 0.4 | 27 | 0 | -4 | . | 1 | -5 | 54* | 20
S=C(NC1CCCCC1)N1CCc2ccccc2C1 | -0.7 | -0.2 | -1 | -1 | -2 | -4 | -6 | -3 | 100 | 3
CC1(CCc2ccccc2)NC(=O)N(CC(=O)Nc2ccc3c(c2)OCCO3)C1=O (centres undefined) | -0.7 | -1.6 | -16 | 7 | 1 | 1 | -1 | -4 | 99 | 4
CCOCCCNC(=O)C(c1ccc(C)cc1)N(Cc1cccs1)C(=O)c1ccccc1O (centres undefined) | -0.4 | -0.1 | 14 | -12 | 11 | -2 | 2 | -5 | 101 | 2
Cc1nc2ccccn2c1-c1nnco1 | -4.2 | -1.3 | 5 | 2 | -1 | -1 | 2 | -7 | 92 | 18
CCn1ncc(S(=O)(=O)Nc2cc(Cl)ccc2C)c1C | -3.0 | 0.8 | 20 | -2 | -2 | 0 | 0 | -1 | 98 | 12
COc1ccc(S(=O)(=O)Nc2ccccc2OC)cc1NC(=O)CC1CC2CCC1C2 (centres undefined) | 0.5 | -1.2 | 4 | -1 | -3 | . | -5 | 6 | 97 | -2
CN1C(=O)CCC(CCC(=O)O)(c2ccccc2O)C1=O (centres undefined) | 0.4 | 2.0 | 10 | -7 | -1 | 0 | -2 | -2 | 89 | -2
Cc1ccc2c(c1)CCCN2C(=O)c1cc2ccccc2oc1=O | -1.1 | -0.4 | 25 | -2 | -3 | -2 | 0 | 2 | 70 | 6
O=C(COC(=O)c1ccc(Cl)c(S(=O)(=O)NCc2ccccc2)c1)NCC1CCCO1 (centres undefined) | -1.0 | -1.2 | 5 | -2 | 1 | -2 | 2 | 0 | 97 | 6
COc1cc(NC(=O)c2cccs2)c(OC)cc1NC(=O)CCn1nnc2ccccc21 | -1.8 | 0.6 | 1 | -2 | 2 | . | -7 | 0 | 98 | 10
CC(=O)NC(Cc1ccc(C)cc1)C(=O)NC1CCN(S(=O)(=O)c2ccccc2)CC1 (centres undefined) | -1.0 | -0.7 | -13 | 2 | 1 | -2 | -5 | 3 | 112 | 5
O=C(NCc1cccc(Cl)c1)c1cccc(S(=O)(=O)N2CCCC2)c1 | -2.1 | 0.7 | 0 | 6 | 1 | 2 | -8 | 1 | 108 | 8
COc1ccc(N2CCN(Cc3nc4cc(Cl)ccc4c(=O)[nH]3)CC2)cc1 | -2.1 | 2.2 | 10 | -6 | -1 | 0 | 5 | 3 | 114 | 10
C=CCNC(=O)c1cccc2c1C(=O)c1ccc(N3CCCC3)cc1S2(=O)=O | -2.6 | 5.2 | -2 | -28 | -1 | -1 | -7 | 16 | 100 | 15
